BoNT A protease: BoNT/A light chain protease inhibitors, primary screen, biochemical, flow cytometry, MLPCN library. Botulinum neurotoxin type A light chain protease (Clostridium botulinum A str. ATCC 3502). multiplex microsphere protease substrate cleavage. inhibition, % at 10 µM. 0.17% of 360,000 active. AID 588499, 2011; in the data active = inhibition above about 30%; inconclusive = no clear call, values can overlap the other calls; also: plate controls were buffer without enzyme for full effect and enzyme alone for no effect
UGM FP inh: M. tuberculosis UGM enzyme inhibitors, primary screen, biochemical, fluorescence polarization, single point | inhibition, % at 10 µM | UDP-galactopyranose mutase (Mycobacterium tuberculosis (strain ATCC 25618 / H37Rv)), … | purified UGM, fluorescence polarization probe displacement | 0.06% of 320,000 active; in the data active = inhibition above about 10%, passing the limit was not always enough; inconclusive = no clear call, values can overlap the other calls
Target sequence (P9WIQ1 whole entry, looked up): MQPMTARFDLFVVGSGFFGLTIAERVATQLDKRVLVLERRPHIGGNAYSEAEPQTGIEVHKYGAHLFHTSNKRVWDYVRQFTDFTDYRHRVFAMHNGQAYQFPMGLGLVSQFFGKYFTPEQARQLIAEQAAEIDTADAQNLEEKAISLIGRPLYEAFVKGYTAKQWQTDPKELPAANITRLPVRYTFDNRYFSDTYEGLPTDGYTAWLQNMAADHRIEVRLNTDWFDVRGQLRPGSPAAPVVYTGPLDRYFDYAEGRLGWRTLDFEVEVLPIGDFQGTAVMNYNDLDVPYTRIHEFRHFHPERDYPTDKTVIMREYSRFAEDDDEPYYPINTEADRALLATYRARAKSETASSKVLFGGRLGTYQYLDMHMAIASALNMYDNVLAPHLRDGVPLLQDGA
Mtb BioA inh: M. tuberculosis BioA enzyme inhibitors, primary screen, biochemical, plate reader, single point, HTS; inhibition, % at 9.99 µM; 7,8-diaminopelargonic acid synthase BioA (Mycobacterium tuberculosis); purified M. tuberculosis BioA enzyme; 0.096% of 360,000 active; in the data active = inhibition above about 40%; inconclusive = no clear call, values can overlap the other calls
GDH-TPI inh: GDH-TPI coupling enzyme inhibitors, primary screen, artefact control for M. tuberculosis FBA inhibitor project, biochemical, absorbance, full deck | inhibition, % at 4.8 µM | 1.2% of 360,000 active | GDH-TPI coupled enzyme counterscreen, NADH absorbance;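 also: 0% = DMSO wells and 100% = wells lacking the enzyme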
BoNT F protease: BoNT/F light chain protease inhibitors, primary screen, biochemical, flow cytometry, MLPCN library | inhibition, % at 10 µM | Multiplex microsphere protease cleavage assay | 0.22% of 360,000 active; in the data active = inhibition above about 35%, passing the limit was not always enough; inconclusive = no clear call, values can overlap the other calls; also: plate controls were buffer without enzyme for full effect and enzyme alone for no effect
CCHFV vOTU inh: CCHFV vOTU protease inhibitors, primary screen, biochemical, Pep-AMC substrate, fluorescence; 0.55% of 370,000 active; inhibition, % at 11.5 µM; Crimean-Congo hemorrhagic fever virus L polyprotein viral ovarian tumor (vOTU) protease …; AID 651958, 2012; also: 0% = vehicle wells with enzyme and 100% = no enzyme wells
PrPC surface inh: inhibitors of human cell surface prion protein PrPC, primary screen, cell-based, TR-FRET; Major prion protein (Homo sapiens), P04156; TR-FRET read-out; inhibition, % at 13.8 µM; 0.43% of 370,000 active; in the data active = inhibition above about 24%; also: 0% = median of the test wells and 100% = reference compound wells
Mtb FBA inh: Mtb FBA enzyme inhibitors, primary screen, biochemical, fluorescence, strain H37Rv; 2.3% of 360,000 active; purified M. tuberculosis FBA, fluorescence read-out; Fructose-bisphosphate aldolase (Mycobacterium tuberculosis (strain ATCC 25618 / H37Rv)), …; inhibition, % at 1 µM; in the data active = inhibition above about 27%;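 also: 0% = vehicle and 100% = reference inhibitor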
Target sequence (P9WQA3 whole entry, looked up): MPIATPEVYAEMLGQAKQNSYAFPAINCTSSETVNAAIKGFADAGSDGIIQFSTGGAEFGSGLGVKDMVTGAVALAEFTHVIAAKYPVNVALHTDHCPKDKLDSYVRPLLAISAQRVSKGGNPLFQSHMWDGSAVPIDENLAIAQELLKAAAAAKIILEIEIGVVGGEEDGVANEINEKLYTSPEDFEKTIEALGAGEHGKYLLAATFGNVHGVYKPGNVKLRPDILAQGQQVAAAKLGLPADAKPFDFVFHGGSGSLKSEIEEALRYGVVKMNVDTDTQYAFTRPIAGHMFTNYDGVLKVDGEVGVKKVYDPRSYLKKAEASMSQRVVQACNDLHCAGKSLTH
FadD28 FP inh: inhibitors of FadD28 bisubstrate probe binding, primary screen, biochemical, fluorescence polarization, single point; Mycobacterium tuberculosis FadD28 fatty-acid-AMP ligase; inhibition, % at 12.5 µM; 0.22% of 360,000 active; in the data active = inhibition above about 8.5%, passing the limit was not always enough; inconclusive = no clear call, values can overlap the other calls
The depositor's hits bear a star; ? = inconclusive; · = not tested or not shown; + = active, no number; & = joins results of further samples. Rule as the data show it, unless noted: active = inhibition above about 30%; inactive = the rest.

SMILES | BoNT A protease | UGM FP inh | Mtb BioA inh | GDH-TPI inh | BoNT F protease | CCHFV vOTU inh | PrPC surface inh | Mtb FBA inh | FadD28 FP inh
CCOC(=O)c1c(C)nc2sc3c(=O)n(-c4ccc(OC)cc4)cnc3c2c1-c1ccc(OC)cc1 | 0.2 | -0.3 | · | 0 | -4 | -11 | -8 | 4 | 1.1
CC(C)(C)OC(=O)N/N=C/c1ccc(N2CCOCC2)s1 | 1.1 | -1.1 | · | 35* | -8 | 11 | -9 | -3 | 1.3
CC1(NC(=O)CCc2nc3ccccc3c(=O)[nH]2)CCS(=O)(=O)C1 (stereo not drawn) | 0.4 | -8.2 | -1.4 | 1 | 4 | -4 | -6 | 0 | -0.2
COc1ccc(Nc2cc(C(=O)NCCCN3CCOCC3)c3ccccc3n2)cc1OC | -0.6 | 0.2 | 0.3 | -5 | -13 | -1 | 0 | -2 | -4.3
O=C(COc1ccc(Cl)cc1Cl)NCCC1=CCCCC1 | 0.3 | 1.6 | -0.1 | 2 | -13 | 19 | 0 | 4 | -4.0
Cc1cc(NC(=O)c2noc3c2CCc2ccccc2-3)n(-c2ccccc2)n1 | 0.0 | 1.8 | -0.9 | 11 | -10 | -3 | -7 | 2 | 0.7
FC(F)(F)c1cccc(Cn2nnnc2-c2ccc(Cl)cc2)c1 | -0.9 | -2.0 | 0.0 | 8 | -2 | 8 | 4 | 4 | -2.0
CC(=O)Nc1cccc(NC(=O)COC(=O)CO/N=C(\C)c2ccc3c(c2)OCO3)c1 | 1.0 | -1.8 | 0.1 | -4 | -2 | -21 | -7 | 2 | -2.8
COc1ccccc1CN1CC(C(=O)N(Cc2cnn(C)c2)C(C)C)CCC1=O (stereo not drawn) | -0.5 | -0.5 | 1.6 | -13 | -6 | 7 | 1 | 0 | -2.0
CCOC(=O)c1ccc(NC(=S)N(CCCN2CCCC2)Cc2ccco2)cc1 | -0.2 | 2.3 | 1.8 | -4 | -6 | -12 | -1 | -1 | -0.5
CCOC(=O)c1[nH]c(C)c(C(=O)Nc2ccc(Cl)cc2)c1C | -0.4 | 1.4 | -0.6 | -3 | -2 | 1 | 4 | 0 | -3.8
COc1ccc(-c2c(C)n([O-])c(C)c(-c3ccccc3)[n+]2=O)cc1OC | 2.1 | -2.1 | -0.8 | 6 | 4 | 1 | -4 | 10 | 1.0
CC(=O)Nc1ccc(C(=O)N2CCCC(c3cc(C(=O)NCc4ccccc4)no3)C2)cc1 (stereo not drawn) | 0.5 | · | 1.2 | 6 | 3 | -1 | -2 | -3 | -2.5
O=C(O)CCc1nn2c3ccccc3nc2n(CCN2CCCCC2)c1=O | 0.0 | 3.8 | 0.3 | 20 | 3 | -21 | 4 | 35* | 3.7
COCCCn1c(N)c(C(=O)OCCOC)c2nc3ccccc3nc21 | 1.8 | 1.9 | -0.9 | 14 | 0 | -238 | -17 | + | -1.1
C[C@@H]1CN([C@@H](C)CO)S(=O)(=O)c2ccc(-c3ccccc3)cc2O[C@@H]1CN(C)Cc1ccccc1C(=O)O | -0.2 | · | 8.1&-1.1 | -11 | 2 | -7 | -1 | -4 | -5.2
Nc1nnc(CC(=O)N/N=C/c2cc([N+](=O)[O-])cc(Br)c2O)s1 | -1.1 | -1.3 | · | 5 | -8 | 7 | -2 | -14 | 37*
CC1CN(S(=O)(=O)c2cccc(C(=O)N3CCC(C(N)=O)CC3)c2)CC(C)O1 (stereo not drawn) | -0.1 | -4.9 | 2.2 | 3 | -3 | -7 | 2 | 1 | -1.3
Cc1nc([N+](=O)[O-])c(C(=O)O)n1C | -0.4 | -1.0 | · | 13 | -3 | -5 | 2 | 2 | 0.0
C/C(=N\NC(=O)c1c(Br)c(C)nn1C)c1cccc(NC(=O)C2CCC2)c1 | 0.0 | 0.8 | -1.9 | 1 | 0 | 10 | 8 | -1 | -1.9
COc1cc(/C=N/NC(=O)C(=O)NCc2cccnc2)cc(OC)c1OC | 0.6 | 0.6 | -1.0 | 14 | -1 | -3 | 3 | 0 | -4.1
COc1ccc(CCNC(=O)c2cc(COc3c(C)cccc3C)on2)c(OC)c1 | 0.0 | 1.9 | 0.9 | 2 | -11 | 3 | -3 | 2 | 1.9
O=C(CCn1cnc2ccccc2c1=O)Nc1nc(-c2ccc(Br)cc2)cs1 | -1.8 | 1.3 | · | -3 | -14 | -10 | -4 | 1 | -0.6
O=C(Nc1nc(-c2cccnc2)cs1)c1ccccc1Cl | 0.9 | -1.4 | -0.3 | 9 | 16 | -13 | 8 | 8 | -0.8
CN(C)c1ccc(C=NCC2(O)CCOC(C)(C)C2)cc1 (stereo not drawn) | -1.2 | 1.7 | 0.2 | 48* | -12 | 14 | 2 | 2 | 1.1
O=P1(NCCCn2cc[n+](Cc3nc4ccccc4[nH]3)c2)C=C(c2ccccc2)OC(c2ccccc2)=C1 | 1.5 | 0.2 | 5.0 | 9 | -10 | -10 | 4 | -4 | -8.2
CCN1C(=O)/C(=C\N2CCN(c3ccc(F)cc3)CC2)SC1=S | ? | -0.6 | 0.1 | 7 | -2 | -13 | -5 | 2 | -0.5
CCOC(=O)C(=O)N(Nc1ccc(C)cc1)c1ccc(C)cc1 | 0.3 | -0.4 | · | -3 | 8 | -4 | 2 | 0 | 0.0
COc1ccc(NC(=O)C2CCN(c3cnccn3)CC2)cc1Cl | -1.1 | -0.1 | 2.0 | 9 | -1 | -8 | -2 | 7 | -3.9
Cc1ccc(CN(C(=O)c2ccccc2C)C2CCS(=O)(=O)C2)o1 (stereo not drawn) | -1.7 | 2.9 | -0.4 | 6 | -8 | 21 | 3 | 4 | 1.5
CC(=O)NC(CC(=O)NNC(=O)c1cc2ccccc2cc1O)c1ccccc1 (stereo not drawn) | 2.5 | 0.0 | -1.4 | -1 | -4 | 18 | -10 | 0 | -2.7
O=C(C1CCN(S(=O)(=O)c2cccs2)CC1)N1CCCC(C(F)(F)F)C1 (stereo not drawn) | · | -2.8 | -0.8 | 6 | · | 4 | -3 | -1 | 0.2
CCOCCCn1c(=O)c(NC(=O)c2ccc(OCC)cc2)c2n(c1=S)CCCCC2 | -0.3 | 5.2 | -0.3 | 0 | -12 | -23 | -2 | -4 | -5.1
CC(C)(C)OC(=O)N1CCC[C@H]1C(=O)N/N=C/c1cccc2nccnc12 | 0.1 | 1.3 | -0.2 | 17 | -10 | -7 | -14 | 2 | -0.4
CCOc1ccc(N2C(=O)CSC2c2ccncc2)cc1 (stereo not drawn) | 0.3 | 1.5 | 1.6 | 13 | -2 | -15 | -6 | 0 | -1.8
CCCCn1nnc(NC(=O)C(c2ccccc2)c2ccccc2)n1 | -0.2 | 4.3 | · | -4 | -6 | 4 | 0 | -1 | -1.7

Ten entries from above in a different format.
Structure	BoNT A protease	UGM FP inh	Mtb BioA inh	GDH-TPI inh	BoNT F protease	CCHFV vOTU inh	PrPC surface inh	Mtb FBA inh	FadD28 FP inh
CCOC(=O)c1c(C)nc2sc3c(=O)n(-c4ccc(OC)cc4)cnc3c2c1-c1ccc(OC)cc1	0.2	-0.3	·	0	-4	-11	-8	4	1.1
CC(C)(C)OC(=O)N/N=C/c1ccc(N2CCOCC2)s1	1.1	-1.1	·	35*	-8	11	-9	-3	1.3
CC1(NC(=O)CCc2nc3ccccc3c(=O)[nH]2)CCS(=O)(=O)C1 (stereo not drawn)	0.4	-8.2	-1.4	1	4	-4	-6	0	-0.2
COc1ccc(Nc2cc(C(=O)NCCCN3CCOCC3)c3ccccc3n2)cc1OC	-0.6	0.2	0.3	-5	-13	-1	0	-2	-4.3
O=C(COc1ccc(Cl)cc1Cl)NCCC1=CCCCC1	0.3	1.6	-0.1	2	-13	19	0	4	-4.0
Cc1cc(NC(=O)c2noc3c2CCc2ccccc2-3)n(-c2ccccc2)n1	0.0	1.8	-0.9	11	-10	-3	-7	2	0.7
FC(F)(F)c1cccc(Cn2nnnc2-c2ccc(Cl)cc2)c1	-0.9	-2.0	0.0	8	-2	8	4	4	-2.0
CC(=O)Nc1cccc(NC(=O)COC(=O)CO/N=C(\C)c2ccc3c(c2)OCO3)c1	1.0	-1.8	0.1	-4	-2	-21	-7	2	-2.8
COc1ccccc1CN1CC(C(=O)N(Cc2cnn(C)c2)C(C)C)CCC1=O (stereo not drawn)	-0.5	-0.5	1.6	-13	-6	7	1	0	-2.0
CCOC(=O)c1ccc(NC(=S)N(CCCN2CCCC2)Cc2ccco2)cc1	-0.2	2.3	1.8	-4	-6	-12	-1	-1	-0.5

Further entries
SMILES | BoNT A protease | UGM FP inh | Mtb BioA inh | GDH-TPI inh | BoNT F protease | CCHFV vOTU inh | PrPC surface inh | Mtb FBA inh | FadD28 FP inh
CCO[C@@H]1OC(C(=O)NC2CC2)=C[C@H](c2ccc(C(F)(F)F)cc2)[C@H]1CCCO | -0.8 | 3.4 | -1.6&-1.1 | 7 | -7 | 9 | -7 | 3 | -1.7
COc1ccc(CCC(=O)NNC(=S)Nc2cccc(C(C)=O)c2)cc1 | 0.1 | 3.3 | · | -2 | 0 | 0 | -2 | 2 | -2.8
CCCc1cc(=O)oc2cc(OCC(=O)NCCCN3CCCC3=O)ccc12 | -2.3 | 1.1 | 0.8 | 5 | -16 | -8 | -3 | 23 | -0.9
O=C(NC1CCCCC1)c1nn2c(C(F)(F)F)cc(-c3ccco3)nc2c1Br | 2.4 | 3.0 | -0.7 | 20 | -10 | 6 | -5 | 0 | 1.1
O=C1c2cccc(NCCNCCO)c2C(=O)c2cccc(NCCNCCO)c21 | 27 | · | · | 11 | -78 | 25 | -34 | 5 | 1.3
Cc1ccc(-n2c(SCC(=O)N3CCCc4ccccc43)nnc2-c2cccnc2)c(C)c1 | 6.6 | 3.3 | · | 2 | 24 | -2 | -1 | 1 | -1.5
Cc1cc(C)nc(NNC2=CC(=[N+]3CCCC3)CCC2)n1 | 1.3 | -1.7 | · | 6 | -22 | 13 | -6 | 0 | -2.2
Cc1cc(=O)oc2cc(OCC(=O)N/N=C/c3cc([N+](=O)[O-])ccc3O)ccc12 | -2.2 | 1.4 | · | 10 | 2 | -6 | 1 | 3 | 0.2
CC(C)C(=O)Nc1cccc(C(=O)Nc2nnc(C(C)(C)C)s2)c1 | 0.3 | 0.3 | 0.1 | 2 | 4 | 14 | 0 | -1 | -5.6
CC(CN1CCOCC1)C(=O)c1ccccc1 (stereo not drawn) | 0.2 | -1.2 | -1.3 | 2 | -2 | 2 | -1 | -1 | -0.7
C=CCSc1ncccc1C(=O)NCc1ccccc1 | 3.0 | · | · | 2 | 3 | · | · | -1 | 0.2
COCCNC(=S)N1CCC(C(=O)c2ccc(C)cc2)CC1 | -4.3 | -1.0 | 3.6 | 10 | 7 | -8 | -3 | -3 | -1.2
C=CCOc1ccccc1NC(=O)CN1C(=O)CNC1=O | -1.6 | -0.6 | 22 | -12 | -4 | 1 | -1 | 0 | -3.6
CCOC(=O)C1(CCOC)CCN(C(=O)Cc2ccc3ccccc3c2)CC1 | 1.5 | 3.9 | 8.3 | -7 | -9 | 4 | -3 | 1 | -1.1
C[C@H](CO)N1C[C@H](C)[C@@H](CN(C)S(=O)(=O)c2cn(C)cn2)Oc2c(NS(=O)(=O)c3cn(C)cn3)cccc2C1=O | -0.3 | · | 0.4 | -4 | -4 | 3 | -6 | 1 | 0.1

Source: PubChem (several laboratories)
